LGR2 antag: inhibitors of bursicon-induced LGR2 CRE-luciferase signal, primary screen, cell-based, HEK293, CRE-luciferase reporter, bursicon stimulation | bursicon-stimulated, 4 h | inhibition, % at 9.99 µM | 380,000 tested, 0.35% active | Drosophila bursicon receptor LGR2 (rickets) | AID 720647, 2013;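 active = drop in luminescence signal, shown as inhibition above about 50% in the replicate tests, limit read from the data, passing the limit was not always enough; inconclusive = probably only some replicates passing the limit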;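 note: agonist challenge used bursicon conditioned medium at about half maximal strength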
EWS-Fli block: EWS/Fli-driven NR0B1 reporter inhibitors, primary screen, A673 cells, NR0B1 luciferase, luminescence, MLPCN library; viability-normalised; inhibition, % at 12.6 µM; 350,000 tested, 0.67% active; AID 651661, 2012;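 active = mean inhibition of at least 50% after viability correction, with every replicate also passing that limit; inconclusive = mean reaches 50% but only one of two replicates passes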;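 note: firefly luciferase signal divided by Alamar Blue viability fluorescence both relative to DMSO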
PGC1a acetyl inh: inhibitors of PGC1a acetylation signal, primary screen, cell-based, U2OS, AlphaScreen, inhibitor mode; AlphaScreen anti-acetyl-lysine; with virally co-expressed GCN5 acetyltransferase; inhibition, % at 15.6 µM; 350,000 tested, 0.17% active; AID 651687, 2012;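 active = every replicate shows inhibition of at least 40%; inconclusive = mean inhibition at least 40% but some replicate below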;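 note: 0% = neutral control wells and 100% = positive control wells; some results beyond the cut were filed as inactive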
PglD inh: C. jejuni PglD acetyltransferase inhibitors, primary screen, biochemical, DTNB colorimetric, single point; UDP-N-acetylbacillosamine N-acetyltransferase PglD (Campylobacter jejuni); purified PglD enzyme, DTNB colorimetric CoA detection; inhibition, % at 12.5 µM; 360,000 tested, 0.098% active; AID 602405, 2012; in the data active = inhibition above about 16%, passing the limit was not always enough; inconclusive = no clear call, values can overlap the other calls; note: strong numbers were not always called active
FN deposit inh: inhibitors of fibronectin matrix deposition, primary screen, AH1F cells, Alexa488-fibronectin fluorescence, plate reader | AH1F fibroblasts, overnight | inhibition, % at 12.6 µM | 350,000 tested, 0.086% active;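 active = mean inhibition across replicates of 30% or more, regardless of how many single replicates reach that level; inconclusive = mean under 30% yet at least half of replicates reach 30%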;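 note: positive control wells lacked labelled fibronectin entirely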
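Schedule: 1 h cell adhesion before compound, then overnight fibronectin incubation; test system: AH1F fibroblast monolayer depositing Alexa488-labelled fibronectin into matrix; quantity: 10000 AH1F cells per well; probe or stimulus: fluorescent fibronectin at 24 nM final; signal: fluorescence, ex 485 nm, em 525 nm; evaluation: percent inhibition as loss of matrix-bound fibronectin fluorescence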
PAX8 reporter: inhibitors of PAX8-driven TPO luciferase reporter, primary screen, RMG-I cells, single concentration | SteadyGlo, 24 h | inhibition, % at 12.6 µM | 360,000 tested, 1.2% active;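 active = mean replicate inhibition at least 60% with every replicate also reaching 60%; inconclusive = only one of the two criteria is met; inactive = mean below 60% and not all replicates reaching 60%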;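 note: luciferase light reporting Pax8 driven TPO promoter activity; plate controls were median of neutral control wells for no effect and mitoxantrone controls for full effect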
S100A4 inh HTS: inhibitors of S100A4-myosin IIA peptide binding, primary screen, biochemical, fluorescence polarization, TAMRA-MyoIIA peptide; Protein S100-A4 (Homo sapiens), P26447; 360,000 tested, 0.14% active; inhibition, % at 10.7 µM; AID 652163, 2013;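 active = mean inhibition of at least 70% across replicates, with every replicate also reaching that level; inconclusive = mean inhibition reaches 70% but some replicates fall short; inactive = mean inhibition below 70%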
Target sequence (P26447 whole entry, looked up): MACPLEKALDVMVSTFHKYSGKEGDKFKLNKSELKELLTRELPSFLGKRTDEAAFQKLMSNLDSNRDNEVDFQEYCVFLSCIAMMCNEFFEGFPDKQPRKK
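Material: S100A4 monomer (human). Medium: Calcium-containing HEPES buffer, pH 7.2. Probe or stimulus: labelled myosin peptide probe, 5 nM. Compound dosing: one concentration per compound. Timing: polarization read 5 min after assay mix addition, stable 5–60 min. Benchmarks: DMSO as neutral control, TFP as positive control.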
ERAP1 HTS inh: human ERAP1 aminopeptidase inhibitors, primary screen, biochemical, single point, plate reader; Endoplasmic reticulum aminopeptidase 1 (Homo sapiens), Q9NZ08; recombinant ERAP1, Leu-AMC fluorescence, 60 min; inhibition, % at 10.7 µM; 340,000 tested, 0.15% active; AID 652197, 2013;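 active = mean replicate inhibition of at least 30%, or all replicates individually reaching that 30% level; inactive = mean below 30% and not every replicate reaching it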;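 note: 0% = neutral control wells and 100% = L-leucinethiol positive control wells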
Target sequence (Q9NZ08 whole entry, looked up): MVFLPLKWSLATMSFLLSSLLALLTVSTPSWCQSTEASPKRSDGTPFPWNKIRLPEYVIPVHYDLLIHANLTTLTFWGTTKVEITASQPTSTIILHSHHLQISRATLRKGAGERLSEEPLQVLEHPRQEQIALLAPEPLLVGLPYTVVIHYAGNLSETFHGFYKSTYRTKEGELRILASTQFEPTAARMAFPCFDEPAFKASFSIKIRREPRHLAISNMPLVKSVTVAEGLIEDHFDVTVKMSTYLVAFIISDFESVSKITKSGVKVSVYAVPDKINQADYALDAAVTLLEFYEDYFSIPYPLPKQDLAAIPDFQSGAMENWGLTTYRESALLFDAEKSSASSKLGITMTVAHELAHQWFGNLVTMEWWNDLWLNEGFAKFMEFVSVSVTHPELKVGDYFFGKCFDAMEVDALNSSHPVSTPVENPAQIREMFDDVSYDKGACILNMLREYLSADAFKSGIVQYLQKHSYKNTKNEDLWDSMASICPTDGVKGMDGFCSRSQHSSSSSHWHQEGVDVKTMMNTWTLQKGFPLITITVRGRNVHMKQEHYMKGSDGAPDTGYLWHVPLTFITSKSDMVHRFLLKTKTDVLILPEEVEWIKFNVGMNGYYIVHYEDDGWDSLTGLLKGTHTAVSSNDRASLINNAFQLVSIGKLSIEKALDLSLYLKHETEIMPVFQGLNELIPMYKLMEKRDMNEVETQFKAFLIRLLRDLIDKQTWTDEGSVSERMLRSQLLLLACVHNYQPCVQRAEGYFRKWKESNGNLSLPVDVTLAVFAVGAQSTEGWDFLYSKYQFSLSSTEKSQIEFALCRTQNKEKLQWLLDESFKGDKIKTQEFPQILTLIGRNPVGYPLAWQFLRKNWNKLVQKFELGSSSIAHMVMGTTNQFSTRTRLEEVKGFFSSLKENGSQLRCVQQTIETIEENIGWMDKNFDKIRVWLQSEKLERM
* marks the source's active call; other numbers are inactive results; u = inconclusive; x = not tested or not shown; & = joins results of further samples. Compounds were not picked by outcome (roughly 2.1% active in at least one column).

SMILES | LGR2 antag | EWS-Fli block | PGC1a acetyl inh | PglD inh | FN deposit inh | PAX8 reporter | S100A4 inh HTS | ERAP1 HTS inh
C[C@@H]1CCCCO[C@@H](CN(C)CC2CCCCC2)[C@@H](C)CN([C@H](C)CO)C(=O)c2cc(NS(=O)(=O)c3ccc(Cl)cc3)ccc2O1 | x | 6&1 | 16&-6 | -3&1 | -9 | 23&5 | 3 | -8
C[C@H]1CCCCO[C@H](CN(C)C(=O)CCCN(C)C)[C@@H](C)CN([C@@H](C)CO)C(=O)c2cc(NC(=O)c3ccncc3)ccc2O1 | 10 | -1 | 12 | 0 | -6 | 11 | x | x
Cc1nnc2sc(SCC(=O)Nc3nccs3)nn2c1=O | -9 | x | -1 | -4 | -2 | x | x | x
CCOC(=O)c1c(NC(=O)c2cccc([N+](=O)[O-])c2C(=O)O)sc2c1CCCC2 | -18 | 3 | -1 | -3 | -3 | 19 | -4 | -1
C[C@H]1CN([C@@H](C)CO)S(=O)(=O)c2ccc(-c3cncnc3)cc2O[C@H]1CN(C)Cc1cccnc1 | 3 | 1 | 7 | 3 | x | x | 12 | -3
O=C1CCC(C(=O)N2CCN(c3ccccc3)CC2)CN1Cc1ccc(Cl)cc1 (stereo unspecified) | 0 | -1 | x | x | x | -6 | 1 | -1
Cc1ccc(S(=O)(=O)NC(C(=O)Oc2cc3oc(=O)cc(C)c3cc2Cl)C(C)C)cc1 (stereo unspecified) | -3 | 11 | x | 3 | 2 | -16 | 6&10 | -78
CCC(=O)N1C[C@@H](C)[C@H](OC)CN(C)C(=O)c2cc(NC(=O)CC(F)(F)F)ccc2OC[C@@H]1C | -2 | x | -3 | x | -13 | 8 | -28 | -3
CCCc1cc(=O)oc2c(CN3CCN(C)CC3)c(O)ccc12 | -2 | -10 | 10 | -2 | -3 | -14 | 5 | 34*
CC(C)(C)CC(=O)NC(=S)NCc1ccco1 | -3 | -10 | x | x | -11 | -4 | -2 | -4
CCNC(=O)C[C@H]1CC[C@@H]2[C@H](COc3ccc(NC(=O)c4ccccc4Cl)cc3C(=O)N2C)O1 | 8 | 1 | 0 | 0 | -1 | -19 | x | x
Cc1ccccc1Cn1cnc2c(oc3ccccc32)c1=O | -17 | -22 | -2 | 2 | x | -35 | 0 | -4
Cc1ccccc1OCC(=O)OCC(=O)Nc1cc(S(C)(=O)=O)ccc1Cl | 1 | 1 | x | -7 | -8 | 11 | -8 | -2
CC12CCC(O)CC1=CCC1C2CCC2(C)C3=NN=CC3CC12 (stereo unspecified) | u | 1 | 1 | 8 | 6 | -9 | -4 | 0
Cc1cc(C(=O)Nc2ccc3c(c2)C(=O)N(C)[C@@H]2CC[C@@H](CC(=O)NC4CCCC4)O[C@H]2CO3)no1 | 11 | -3 | 4 | 4 | 1 | 3 | -7 | 2
C[C@H](CO)N1C[C@H](C)[C@H](CN(C)Cc2ccccn2)Oc2cc(C3=CCCC3)ccc2S1(=O)=O | -5 | -101 | -9 | 2 | 3 | -10 | 0 | 3
Cn1c(SCC(=O)Nc2ccc3c(c2)OCCO3)nnc1C1CC1 | -18 | -12 | 32 | -1 | -2 | 6 | 7 | -1
CN1CCN(C(=O)C[C@@H]2C=C[C@@H](NC(=O)Nc3ccccc3F)[C@H](CO)O2)CC1 | 7 | -1 | 7 | 8 | 0 | -16 | 2 | 0
COC[C@H]1CCCN1c1ccc2c(c1)O[C@H](COCc1ccccc1)CN([C@@H](C)c1ccccc1)S2(=O)=O | 10 | 1 | x | x | -1 | 10 | 1 | -2
O=C(CCCCCn1c(=O)[nH]c2ccccc2c1=O)NC1CCCC1 | -6 | -11 | x | x | -9 | -9 | 11 | 13
O=C(NCCSc1ncc(-c2ccc(F)cc2)[nH]1)c1ccco1 | 2 | -3 | x | x | -5 | x | 15 | 5
Cc1onc(-c2ccccc2)c1C(=O)NCCc1ccc(S(N)(=O)=O)cc1 | x | x | 11 | -6 | 2 | 12 | x | x
COCc1cn(CC[C@H]2CC[C@H](NC(=O)CCN3CCCCC3)[C@@H](CO)O2)nn1 | 6 | 2 | -2 | 5 | -7 | 4 | 10 | -6
Cc1ccc(NC(=O)C(=O)c2cn(CC(=O)N3CCCCC3)c3ccccc23)cc1 | -4 | -53 | x | 6 | 6 | -18 | -4 | -5
COc1ccccc1CNC(=O)C[C@@H]1CC[C@H](NC(=O)CC2CC2)[C@H](CO)O1 | 13 | 5 | -21 | -1 | -3 | -6 | 3 | -2
COc1ccc(-c2cnc3c(c2)C(=O)N([C@H](C)CO)C[C@@H](C)[C@H](CN(C)C(=O)Cc2ccccc2)O3)cc1 | 1 | -6 | -6 | 3 | x | -9 | 0 | 2
O=c1ccc(-c2nc3cc(Cl)ccc3n2Cc2ccccc2)c[nH]1 | 32 | 10 | -11 | x | 1 | -5 | -4 | -5
NS(=O)(=O)c1ccc(NC(=S)Nc2cc(Cl)c(Cl)cc2Cl)cc1 | x | 4 | -5 | x | 2 | 15 | -6 | -2
CC(C)=CC(=O)OCC(=O)NC1CCCc2ccccc21 (stereo unspecified) | -6 | 1 | x | 2 | 3 | 3 | 4 | 0
CCOC(=O)Nc1ccc2c(c1)OCO2 | x | x | -27 | -9 | 1 | -96 | x | x
CCN(CC)C(=O)Oc1cc(=O)n2c3c(cccc13)CCC2 | 12 | x | x | 6 | -1 | 1 | x | x
CN(C1CCS(=O)(=O)C1)S(=O)(=O)c1cccs1 (stereo unspecified) | 4 | -5 | 5 | -3 | -2 | -11 | -1 | -1
C[C@@H]1CCCCO[C@H](CN(C)C)[C@H](C)CN([C@@H](C)CO)C(=O)c2cc(NC(=O)Cc3ccccc3)ccc2O1 | 19 | -8 | 0 | -3 | x | -6 | 6 | -2
COCC(=O)N1[C@@H](CO)[C@H](c2ccccc2)[C@@H]1CN(C)C(=O)c1cccnc1 | 20 | -4 | 0 | 1 | -8 | 10 | 0 | -3
Cc1ccc(S(=O)(=O)N2CCN(C(=O)CC(C)n3nc(C)c(Cl)c3C)CC2)cc1C (stereo unspecified) | -6 | x | x | 7 | 12 | x | -4 | -1
CN/C(=C/[N+](=O)[O-])NCCSCc1csc(CN(C)C)n1 | -9 | -8 | -13 | -6 | 3 | -9 | 16 | 1
COC(=O)C[C@H]1C[C@@H]2c3cc(N)ccc3O[C@@H]2[C@H](CO)O1 | x | -1 | 6 | -7 | 8 | 1 | -5 | 1
COCCNC(=O)c1ccccc1NC(=O)COc1ccccc1 | x | x | -1 | 2 | -1 | 12 | x | x
Cc1cc(NC(=O)c2ccccc2)nc2c1c(=O)oc1ccccc12 | -22 | -7 | 8 | x | -2 | 24 | -3 | 0
CC(NC(=O)c1cccc(S(=O)(=O)N2CCCCCC2)c1)c1ccccc1 (stereo unspecified) | 3 | 9 | -5 | 1 | 3 | 7 | -2 | 1
Cc1ccc(C2OC(=O)c3ccccc32)cc1 (stereo unspecified) | -4 | x | 0 | -1 | x | 3 | x | x
CCOC(=O)C(=O)Nc1cccc(C(=O)OCC)c1 | 9 | 8 | x | x | 2 | 8 | -5 | 1
Cc1ccc(S(=O)(=O)N2C[C@H](O)COC[C@H]3O[C@H](CC(=O)NCCCN(C)C)CC[C@@H]32)cc1 | 19 | -2 | -3 | 2 | -3 | -5 | -4 | 0
O=C(Nc1ccccc1Oc1ccccc1)[C@@H]1O[C@H](CO)[C@H](O)[C@H](O)[C@H]1O | -19 | -12 | 0 | -1 | -7 | -5 | u | 1
N#C[C@H]1[C@@H](c2ccccc2)[C@@H](CO)N1S(=O)(=O)c1ccc(-c2ccccc2)cc1 | 12 | 6 | -7 | 0 | 9 | 24 | 11 | 0
Cc1ccc(S(=O)(=O)N2CCC(C(=O)NCCC3=CCCCC3)CC2)cc1C | -13 | 0 | x | -4 | 7 | -4 | -2 | 3
C[C@H](O)C#Cc1ccc2c(c1)O[C@@H](CN(C)C(=O)C1CCC1)[C@@H](C)CN([C@H](C)CO)S2(=O)=O | -4 | 1 | -19 | 15 | x | x | 9 | -3
CN(C)C(=O)C[C@@H]1CC[C@@H](NC(=O)NC2CCCCC2)[C@H](CO)O1 | -7 | 0 | 4 | -1 | 5 | -8 | -5 | -1
Nc1c(Cl)ncnc1NCc1ccccc1 | 3 | 17 | 0 | 6 | -3 | 29 | -2 | 1
C=CCOc1c(Cl)cc(C2NC(=O)NC(C)=C2C(=O)OC)cc1Cl (stereo unspecified) | -7 | 2 | 5 | 2 | x | x | 1 | 1
CCCn1ncc(CN2CCC(n3nccc3NC(=O)CCc3ccccc3)CC2)c1C | -2 | -1 | 4 | -2 | 0 | -4 | 0 | 5
CN(C)CC(=O)N[C@H]1CC[C@@H](CCNC(=O)C2CC2)O[C@@H]1CO | -14 | -4 | 9 | x | -5 | x | 11 | 1
O=C(NCc1cccs1)c1ccc(CS(=O)Cc2ccccc2Cl)o1 (stereo unspecified) | 0 | x | -1 | 3 | 0 | -5 | 7 | -1
CN1CCN(C(=O)C[C@@H]2CC[C@@H]3[C@H](COC[C@H](O)CN3C(=O)C3CC3)O2)CC1 | -5 | -29 | 7 | 1 | -8 | 4 | -4 | 3
CSc1ccccc1C(=O)Nc1cccc(N(C)S(C)(=O)=O)c1 | -11 | -1 | 3 | -1 | x | x | 2 | -4
CCCN(C(=O)COC(=O)c1cc(CC)c(C)s1)c1c(N)n(Cc2ccccc2)c(=O)[nH]c1=O | -1 | 9 | x | -1 | 0 | 7 | 0 | -3
CN(c1ccccc1)S(=O)(=O)c1cccc(NC(=O)c2cccc(C#N)c2)c1 | 9 | 11 | -16 | -2 | -1 | 17 | -1 | 1
O=C1NC[C@@H](CCCCN2CCN(CCc3ccc(O)cc3)C(=O)C2=O)N(CC2CCCCC2)C1=O | -17 | -7 | x | x | -12 | -13 | -1 | -3
OCCNc1nc(-c2ccccc2)nc2c1oc1ccccc12 | -5 | -2 | -33 | -11 | -11 | 28 | 5 | x
Cc1sc2nc(CN3CCC(C)CC3)nc(Cl)c2c1C | x | 73* | x | x | -5 | 0 | -3 | -1
C=CCC[C@@H](Cc1ccc(F)cc1)C(=O)OC[C@@H]1CCCN1C(=O)[C@H](CC=C)CC(=O)N[C@H](CO)Cc1ccccc1 | 28 | 0 | -14 | 9 | -3 | 18 | 0 | x
O=C(O)c1ccc(-n2c(-c3cc(C4CC4)[nH]n3)n[nH]c2=S)cc1 | 3 | -13 | 4 | x | -5 | -15 | -3 | 19
